APE1 inh = qHTS Assay for Inhibitors of the Human Apurinic/apyrimidinic Endonuclease 1 (APE1). DNA repair nuclease/redox regulator APEX1 (Homo sapiens), P27695. recombinant APE1, TAMRA/BHQ-2 abasic DNA cleavage fluorescence. Potency, µM (titrated, usually from 65.8 µM), without a hit: top-dose activity change, negative = inhibition, actives largely listed as inhibitors. actives 0.35% (n = 350,000). AID 2517, 2012;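 also: plate controls were vehicle for no effect and reference inhibitor for full effect; nearly all actives have a fitted effect of over 55% in size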
Target sequence (P27695 whole entry, looked up): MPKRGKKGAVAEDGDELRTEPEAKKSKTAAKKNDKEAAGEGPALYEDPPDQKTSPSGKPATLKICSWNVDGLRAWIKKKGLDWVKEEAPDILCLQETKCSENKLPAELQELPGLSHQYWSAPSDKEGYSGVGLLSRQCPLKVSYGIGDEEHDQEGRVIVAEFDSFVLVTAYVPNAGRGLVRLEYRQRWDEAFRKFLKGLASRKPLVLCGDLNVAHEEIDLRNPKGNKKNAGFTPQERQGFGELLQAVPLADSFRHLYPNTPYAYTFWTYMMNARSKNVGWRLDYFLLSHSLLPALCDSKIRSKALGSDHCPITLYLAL
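Enzyme (0.75 nM final) and test compound are incubated 15 min at room temperature before adding 50 nM quenched THF abasic-site duplex. Cleavage dequenches TAMRA, followed at 525/598 nm over three reads one minute apart.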
12-LOX inh = Primary qHTS assay for inhibitors of human arachidonate 12S-lipoxygenase (ALOX12): Round 2; Polyunsaturated fatty acid lipoxygenase ALOX12 (Homo sapiens), P18054; Potency, µM (titrated, usually from 108 µM), inactives show at the top dose activity change, negative = inhibition, actives largely listed as inhibitors; purified 12hLO, xylenol orange hydroperoxide absorbance; actives 1.1% (n = 580,000)
Target sequence (P18054 whole entry, looked up): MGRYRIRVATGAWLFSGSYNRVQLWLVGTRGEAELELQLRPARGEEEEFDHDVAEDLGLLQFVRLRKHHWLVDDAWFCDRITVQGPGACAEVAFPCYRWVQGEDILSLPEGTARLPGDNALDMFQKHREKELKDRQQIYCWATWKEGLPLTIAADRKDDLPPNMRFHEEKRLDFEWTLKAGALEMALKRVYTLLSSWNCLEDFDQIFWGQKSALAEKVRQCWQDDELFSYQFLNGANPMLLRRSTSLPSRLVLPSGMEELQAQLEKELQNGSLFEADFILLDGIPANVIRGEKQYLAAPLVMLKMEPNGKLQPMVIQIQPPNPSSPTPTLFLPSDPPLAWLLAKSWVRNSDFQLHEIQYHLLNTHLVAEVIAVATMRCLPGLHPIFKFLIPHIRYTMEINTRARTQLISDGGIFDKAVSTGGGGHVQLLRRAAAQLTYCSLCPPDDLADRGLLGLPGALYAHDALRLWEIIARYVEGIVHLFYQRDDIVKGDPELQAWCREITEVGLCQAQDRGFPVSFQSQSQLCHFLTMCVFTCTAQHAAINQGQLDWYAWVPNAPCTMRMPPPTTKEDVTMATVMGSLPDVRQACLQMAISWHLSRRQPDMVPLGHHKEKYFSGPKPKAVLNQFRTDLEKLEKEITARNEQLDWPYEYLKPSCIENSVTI
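Purified human 12hLO (150 nM final) in 25 mM Hepes, 0.01% Triton X-100, pH 7.0 was preincubated 15 min at room temperature with compound. Then 40 uM arachidonic acid was added, 30 min. Hydroperoxide was read by Fe-XO absorbance ratio 573/405 nm.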
Active calls of the source: *; [ ] = another dose, or the depositor's remark. Calls follow the shape of the dose curve; as a rule, active = well fitted curve in the direction sought with a large enough effect; inconclusive = small, poorly fitted or top-dose-only effect, or another doubt; inactive = no such curve, though single readings can be large; an effect the other way counts as inactive or inconclusive. Unless noted, % is scaled to controls: 0 for no effect and ±100 for the full control effect; potency is read from the fitted curve at half-maximal effect.

O=C(CC1CCOC2(CCN(S(=O)(=O)c3ccccc3)CC2)C1)NC1CC1 (configuration not stated) was read as 12-LOX inh -4%.
Screening Cc1ccc(CNC(=O)N2CC(Oc3ccc(-c4nc(C)no4)cc3)C2)cc1 returned 12-LOX inh 14%.
COc1ccccc1-c1nc2nccc(-c3ccccc3)n2n1 was read as 12-LOX inh 43%[activator].
Screening O=C(CCc1ccccc1)N1CCCCCC1CN1CCOCC1 (configuration not stated) returned 12-LOX inh 5%.
`Cc1nnc2n1CCC(N(C)C(=O)c1ccsc1)CC2` (configuration not stated) gave 12-LOX inh 37%[activator].
Screening COC(=O)c1cn([C@H]2CO[C@H]3[C@@H]2OC[C@@H]3NC(=O)C2CC2)nn1 returned 12-LOX inh inconclusive.
`c1ccc(-c2cc3c(cn2)CN(Cc2ccc4[nH]ccc4c2)CCN3)cc1` gave 12-LOX inh -13%[176 µM].
Screening Cc1ccccc1C(=O)N[C@H]1[C@H](O)[C@H](O)C[C@@H]1c1cccnc1 returned 12-LOX inh 26%[176 µM].
OCc1n[nH]c2c1CN(Cc1cccc(OCC(O)CN3CCOCC3)c1)CC2 (configuration not stated) was read as 12-LOX inh 39%[activator].
For COc1ccc(CNC(=O)CC2CCCN(c3cnn(CC4CC4)c(=O)c3)C2)cc1 (configuration not stated) the results were 12-LOX inh 45%.
For Cc1ccc(S(=O)(=O)N2CC[C@H]3NC(=O)N(c4ccc(C(C)C)cc4)C(=O)[C@H]32)cc1 the results were 12-LOX inh -2%[176 µM].
CC(C)NC(=O)c1ccccc1OCC1CCCN(C(=O)C2CCOCC2)C1 (configuration not stated) was read as 12-LOX inh 35%[activator].
O=C1C(O)C2(CCCCC2)N1C1CCNCC1 (configuration not stated) was read as 12-LOX inh 9%.
For O=C([C@@H]1C[C@H](F)CN1C(=O)Cc1ccc(F)cc1)N1CCCCC1 the results were 12-LOX inh -1%.
NC(Cc1ccccc1)C(=O)N1CCC2(CC1)CN(C(=O)c1ccc(Cl)cc1)CCO2 (configuration not stated) was read as 12-LOX inh 9%[6.33 µM].
For O=C(c1cc(F)cc(F)c1)N1C[C@@H](CO)[C@H](c2ccncc2)C1 the results were 12-LOX inh 22%.
For CC(=O)C(C(=O)Nc1c(C)cccc1C)N(C(=O)Cc1ccc([N+](=O)[O-])cc1)c1ccccc1 (configuration not stated) the results were 12-LOX inh -8%.
Screening COC(=O)c1ccccc1NC(=O)Cn1nc2n(c1=O)CCCCC2 returned 12-LOX inh 18%.
`O=C(C1CC1)N1CCc2nc(-c3ccc(Cl)cc3)nc(-c3ccccc3)c2C1` gave 12-LOX inh inconclusive.
For Cc1cc(CN2CC(N(C)c3ccccc3C)C2)on1 the results were 12-LOX inh 10%[176 µM].
Cc1cc(-c2cc3c(cn2)CN(Cc2ccccc2O)CCN3)ccn1 was read as 12-LOX inh 7%[176 µM].
For Cc1cnc(-c2ccccc2)n1CCNC(=O)c1cccn1C the results were 12-LOX inh 10%.
For CN1CCC(C(=O)N2CCC3(CC2)CC(N[S+](C)(=O)[O-])c2ccccc23)CC1 (configuration not stated) the results were 12-LOX inh 11%[6.33 µM].
`COCc1nc(N2CCC(c3cc(=O)[nH]c(C)n3)CC2)c2cnn(C)c2n1` gave 12-LOX inh -40%.
Screening COCCNc1ncccc1-c1noc([C@@H]2CCCN2C2CCN(C)CC2)n1 returned 12-LOX inh 19%[176 µM].
`CC(C)(C)C1CCC2(CC1)NC(=O)N(CC(=O)Nc1ccccc1)C2=O` (configuration not stated) gave 12-LOX inh 22%.
Screening O=[N+]([O-])c1ccccc1CCO returned APE1 inh 2% and 12-LOX inh 6%.
`O=c1[nH]c(-c2ccccc2O)nc2ccccc12` gave APE1 inh 17% and 12-LOX inh 3%.
`CC(C)CC1NC(=O)c2ccccc2-n2c1nc1ccc(F)cc1c2=O` (configuration not stated) gave APE1 inh 4% and 12-LOX inh inconclusive.
O=C(Nc1cccc(N2C(=O)C=CC2=O)c1)c1cccs1 was read as APE1 inh -11% and 12-LOX inh 35µM*.

A draw from above in order of heavy-atom count, ascending:
O=C(Nc1cccc(N2C(=O)C=CC2=O)c1)c1cccs1 was read as APE1 inh -11% and 12-LOX inh 35µM*.
Screening COC(=O)c1cn([C@H]2CO[C@H]3[C@@H]2OC[C@@H]3NC(=O)C2CC2)nn1 returned 12-LOX inh inconclusive.
Screening Cc1ccc(CNC(=O)N2CC(Oc3ccc(-c4nc(C)no4)cc3)C2)cc1 returned 12-LOX inh 14%.
OCc1n[nH]c2c1CN(Cc1cccc(OCC(O)CN3CCOCC3)c1)CC2 (configuration not stated) was read as 12-LOX inh 39%[activator].

Returning to the listing, repeating the four entries before the break.
Screening O=[N+]([O-])c1ccccc1CCO returned APE1 inh 2% and 12-LOX inh 6%.
`O=c1[nH]c(-c2ccccc2O)nc2ccccc12` gave APE1 inh 17% and 12-LOX inh 3%.
`CC(C)CC1NC(=O)c2ccccc2-n2c1nc1ccc(F)cc1c2=O` (configuration not stated) gave APE1 inh 4% and 12-LOX inh inconclusive.
O=C(Nc1cccc(N2C(=O)C=CC2=O)c1)c1cccs1 was read as APE1 inh -11% and 12-LOX inh 35µM*.
Screening C[C@@H](O)CCC[C@H](O)/C=C/[C@H]1[C@H](O)CC(=O)[C@@H]1C/C=C\CCCC(=O)O returned APE1 inh -1% and 12-LOX inh 2%[12.5 µM].
For COc1cc2c(cc1OC)C(c1c[nH]c3ccccc13)NCC2 (configuration not stated) the results were APE1 inh -3% and 12-LOX inh 142%[activator].
`Cc1ccc2c(=O)n3c(nc2c1)C(Cc1ccccc1)NC(=O)c1ccc(Cl)cc1-3` (configuration not stated) gave APE1 inh -2% and 12-LOX inh inconclusive.
For O=C1NC(Cc2ccccc2)c2nc3cc(Cl)ccc3c(=O)n2-c2ccccc21 (configuration not stated) the results were APE1 inh 15% and 12-LOX inh -8%.
Screening CCNc1ccccc1 returned APE1 inh 4% and 12-LOX inh 12%.
For COc1ccccc1/C=C\C(=O)OC[C@@H]1CCCN2CCCC[C@H]12 the results were APE1 inh -3% and 12-LOX inh -9%.
`COc1cc2c(cc1OC)C(/C=C/c1ccc(OC)c(OC)c1OC)=NCC2` gave APE1 inh -2% and 12-LOX inh inconclusive.
Screening CC(C)=CCC1=C(O)[C@](O)(CC=C(C)C)C(=O)C(C(=O)CC(C)C)=C1O returned APE1 inh -5% and 12-LOX inh 88%[activator].
For CC(C)OC(=O)c1cc2c(OCC(O)CNC(C)(C)C)cccc2[nH]1 (configuration not stated) the results were APE1 inh 1% and 12-LOX inh 30%.
CCCCC/C=C\C/C=C\C/C=C\CCCCCCC(=O)O[C@H](COCCCCCCCCCCCCCCCC)COP(=O)([O-])OCC[N+](C)(C)C was read as APE1 inh 1% and 12-LOX inh 13%[12.5 µM].
For C=C1C[C@]23C[C@@]1(O)CC[C@H]2[C@@]12C=C[C@H](O)C(C)(C(=O)O1)[C@H]2[C@@H]3CC(=O)O the results were APE1 inh -12% and 12-LOX inh -1%.
O=C1NC(Cc2ccccc2)c2nc3ccc(Cl)cc3c(=O)n2-c2cc(Cl)ccc21 (configuration not stated) was read as APE1 inh -9% and 12-LOX inh -2%.
Screening CC1(C)[C@@H](OC(=O)CCC(=O)O)CC[C@]2(C)[C@H]3C(=O)C=C4[C@@H]5C[C@@](C)(C(=O)O)CC[C@]5(C)CC[C@@]4(C)[C@]3(C)CC[C@@H]12 returned APE1 inh -4%[21 µM] and 12-LOX inh 1%[57.4 µM].
For C[C@@H]1CC[C@@]2(OC1)O[C@H]1C[C@H]3[C@@H]4CC[C@H]5C[C@@H](O)CC[C@]5(C)[C@H]4CC(=O)[C@]3(C)[C@H]1[C@@H]2C the results were APE1 inh -2%[21 µM] and 12-LOX inh -15%[3.43 µM].
For Cc1ccc2nc3n(c(=O)c2c1)-c1ccc(Cl)cc1C(=O)NC3CC(C)C (configuration not stated) the results were APE1 inh 1% and 12-LOX inh -12%.
`C[C@@H](O)CCC[C@H](O)/C=C/[C@@H]1[C@@H](C/C=C\CCCC(=O)O)[C@@H](O)C[C@H]1O` gave APE1 inh -3% and 12-LOX inh -6%[2.23 µM].
For Cc1cc(O)c(C)c2c1CC[C@H]1[C@H](C)C(=O)O[C@H]21 the results were APE1 inh -6% and 12-LOX inh 0%.
COC(=O)[C@H]1Cc2c([nH]c3ccccc23)CN1C(=O)COc1ccc2c(C)cc(=O)oc2c1 was read as APE1 inh 13% and 12-LOX inh inconclusive.
C/C=C(\C)C(=O)O[C@H]1C[C@@]2(C)CCC(C(C)C)C2(O)CC[C@@]1(C)O (some centres not stated) was read as APE1 inh 0% and 12-LOX inh -20%.
`CCCCC/C=C\C[C@@H]1O[C@H]1C(O)/C=C\C/C=C\CCCC(=O)O` (some centres not stated) gave APE1 inh -8% and 12-LOX inh 1%[2.23 µM].
Screening CC/C=C\C[C@H](O)/C=C/C=C\C/C=C\C/C=C\CCCC(=O)O returned APE1 inh -5% and 12-LOX inh -11%[2.23 µM].
Cc1cc2c3c(cccc3n1)C(=O)c1ccccc1-2 was read as APE1 inh inconclusive and 12-LOX inh -4%.
`COc1ccc2c(c1)OC[C@H]1c3cc4c(cc3O[C@@H]21)OCO4` gave APE1 inh -10% and 12-LOX inh 20%.
CC(C)CC1NC(=O)c2ccccc2-n2c1nc1ccccc1c2=O (configuration not stated) was read as APE1 inh 6% and 12-LOX inh -2%.
CCOc1ccc(OCC(=O)N(CCC2=CCCCC2)c2c(N)n(Cc3ccccc3)c(=O)[nH]c2=O)cc1 was read as APE1 inh 2% and 12-LOX inh -6%.
`O=C(NO)c1ccccc1` gave APE1 inh 0% and 12-LOX inh inconclusive.
Screening C[C@@H]1CC[C@H]2[C@H](C)[C@H]3CC[C@H]4C5[C@@H](O)CC6=CC(=O)CC[C@]6(C)[C@H]5C[C@H]4C3C(=O)N2C1 (some centres not stated) returned APE1 inh 0% and 12-LOX inh 3%.
Screening CC(C)CC1NC(=O)c2cc(Cl)ccc2-n2c1nc1ccc(F)cc1c2=O (configuration not stated) returned APE1 inh 7% and 12-LOX inh 11%.
Screening COc1c(C2=CC(=O)N(C)C2=O)c2c(n1C)C(=O)c1ccccc1C2=O returned APE1 inh -1% and 12-LOX inh inconclusive.
`CC1=CC[C@@]2(CO)COC(c3ccccc3O)C1C2` (some centres not stated) gave APE1 inh -5% and 12-LOX inh 4%.
Screening COc1c(O)cc2c(=O)oc3c(OC)c(O)cc4c(=O)oc1c2c34 returned APE1 inh 1.3µM* and 12-LOX inh inconclusive.
Screening CN(C)c1ccc(N=NS(=O)(=O)O)cc1 returned APE1 inh 0% and 12-LOX inh inconclusive.
Screening Cc1ccc2c(=O)n3c(nc2c1)C(Cc1ccccc1)NC(=O)c1cc(Cl)ccc1-3 (configuration not stated) returned APE1 inh 15% and 12-LOX inh -3%.
COc1c2c(cc3c1C(CC(=O)c1c(O)c(OC)c4occc4c1OC)[N+](C)(C)CC3)OCO2 (configuration not stated) was read as APE1 inh 0% and 12-LOX inh -9%.
For O=C1NC(Cc2ccccc2)c2nc3cc(F)ccc3c(=O)n2-c2ccc(Cl)cc21 (configuration not stated) the results were APE1 inh 3% and 12-LOX inh -6%.
`O=CN1CCc2c([nH]c3ccccc23)C1c1cccc2cccnc12` (configuration not stated) gave APE1 inh -1% and 12-LOX inh 2%.
Screening CCCCC/C=C\C[C@@H]1O[C@H]1/C=C/C(O)C/C=C\CCCC(=O)O (some centres not stated) returned APE1 inh 2% and 12-LOX inh -3%[2.23 µM].
Screening COC(=O)C1=COC(O[C@H]2OC(CO)[C@H](O)C(O)C2O)[C@H]2C1C(=O)C[C@@H]2C (some centres not stated) returned APE1 inh 3% and 12-LOX inh -3%.
Screening CCOC(=O)[C@@](C)(N)Cc1ccc(O)c(O)c1 returned APE1 inh 1%[21 µM] and 12-LOX inh -39%[22.9 µM].
Screening CC1(C)Oc2ccc3ccc(=O)oc3c2CC1=O returned APE1 inh -5% and 12-LOX inh 0%.
`COc1ccc(C2c3cc(OC)c(OC)cc3Cc3c4cc(OC)c(OC)cc4cc[n+]32)cc1OC` (configuration not stated) gave APE1 inh inconclusive and 12-LOX inh -33%.
Screening COc1ccc(/C=C/C(=O)/C=C/c2ccc(OC)cc2OC)c(OC)c1 returned APE1 inh -5% and 12-LOX inh -1%.

Source: PubChem BioAssay

Some of the compounds tested; count on the stated rates, not on these rows.
